# Screening results deposited in PubChem BioAssay by National Center for Advancing Translational Sciences (NCATS).
# Rab9 prom act: Rab9 promoter activation | 320,000 tested, 2.8% active | Potency, µM (highest dose often 9.22 µM), for the others: at the top dose activation, negative = inhibition, usual class: activators | Huh7 Rab9 promoter-luciferase reporter, luminescence, 24 h; further: potency means the concentration at half of the fitted maximal effect; % of control where 0% means no effect; nearly all actives have a fitted effect of over 60% in size
#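 Promoter activation is measured as luciferase luminescence in Huh7 cells stably transfected with a Rab9 promoter–luciferase construct, following 24 h compound exposure at 37 °C and 10 min reagent incubation at ambient temperature.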
# ELG1 genotox: genotoxicity induction in ELG1-luciferase HEK293T cells | 330,000 tested, 1.3% active | HEK293T ELG1-luciferase reporter, luminescence, 16 h | Potency, µM (highest dose often 46 µM), without a hit: at the highest dose activity change, positive = activation, most hits filed as activators | AID 504466; further: potency means the concentration at half of the fitted maximal effect; % of control where 0% means no effect; nearly all actives have a fitted effect of over 60% in size
#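 Reporter readout depends on ELG1 protein level, which increases with genetic stress. After 16 hr compound exposure at 37 °C, luciferase activity was quantified using ONE-Glo.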
# RORgamma inh: ROR gamma (mouse) transcription inhibition; P51450; Drosophila S2 Gal4-RORgamma UAS-luciferase reporter, 20 h; Potency, µM (highest dose often 53.6 µM), inactives show at the highest dose activity change, negative = inhibition, most hits filed as inhibitors; 310,000 tested, 5.4% active; AID 2551; further: potency means the concentration at half of the fitted maximal effect; on the % scale 0 is the no-effect control and ±100 the full control effect; nearly all actives have a fitted effect of over 60% in size
#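 Read-out: Photinus luciferase luminescence; inhibitors lower reporter signal. Insect Schneider cells with Gal4-ROR gamma fusion under metallothionein promoter, UAS reporter; 700 uM final copper sulfate induction, 20 hr, ambient temperature.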
# TRPV1 ag: activates the human vanilloid receptor TRPV1 | TRPV1-expressing cells, Fluo-8 calcium influx, agonist mode | activation, % at 8.33 µM | 320,000 tested, 0.19% active; in the data active means activation above about 80%; inconclusive means between about 30% and that limit; further: 0% is about no effect
#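 Fluo-8 calcium influx in TRPV1-expressing cells, kinetic read (ex 480/em 520 nm). Compound added and read 3 min for agonist activity, followed by capsaicin at EC20 final and 2 min further read for enhancement.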
# BRCA1 expr up: increases BRCA1 expression. MCF7-BRCA1-FFLuc reporter, luminescence, 48 h; response scale: scaled: vehicle 0%, 10 µM genistein 100%. Potency, µM (series often up to 46.1 µM), for the others: at the highest dose activation, usual class: activators. 380,000 tested, 1.1% active; further: potency means the concentration at half of the fitted maximal effect; nearly all actives have a fitted effect of over 80% in size; some results filed as inactive show a strong effect at the top dose
#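 Reporter cells (MCF7, BRCA1 promoter-firefly luciferase) received library compounds across a concentration series for 48 h. End-point luminescence was measured and concentration-effect curves derived after normalization.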
# ELG1 repair inh: blocks ELG1-dependent DNA repair in HEK293T cells; HEK293T ELG1-luciferase reporter, luminescence, 16 h; DNA damage induced by 5-fluorouridine; Potency, µM (highest dose often 46.1 µM), inactives show top-dose activity change, negative = inhibition, most hits filed as inhibitors; AID 504467; 330,000 tested, 2.3% active; further: potency means the concentration at half of the fitted maximal effect; on the % scale 0 is the no-effect control and ±100 the full control effect; nearly all actives have a fitted effect of over 55% in size
#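 Overnight (16 hr) co-exposure of 2,000 cells/well to 5-fluorouridine and compound at 37 °C preceded detection. Luciferase was quantified via ONE-Glo luminescence; loss of signal denotes inhibition.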
# NPC1 prom act: activators of NPC1 promoter; Huh7 NPC1 promoter luciferase reporter, 24 h; 320,000 tested, 2.4% active; Potency, µM (highest dose often 9.22 µM), for the others: top-dose activation, most hits filed as activators;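 further: potency means the concentration at half of the fitted maximal effect; % of control where 0% means no effect; nearly all actives have a fitted effect of over 60% in size; reporter is driven by a mutant NPC1 promoter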
#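 Luminescence read-out of NPC1 promoter-driven luciferase in stably transfected Huh7 cells; compounds delivered in DMSO and left 24 h at 37C, 5% CO2, qHTS titration format.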
# p53 reactivator: mutant p53 re-activation in reporter cells. 320,000 tested, 0.063% active. H1299 p53-A138V BP100-luciferase reporter, luminescence, 24 h. AID 504706. Potency, µM (doses to about 92.2 µM), for the others: at the highest dose activity change, positive = activation, actives largely listed as activators; further: potency means the concentration at half of the fitted maximal effect; % of control where 0% means no effect; nearly all actives have a fitted effect of over 45% in size
#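 H1299 (p53-null), stable ts p53-A138V + BP100-Luc; 1000 cells/well, Opti-MEM/10% FBS; cpd 4 pt, 1:5; 24 h, 37 deg C, 5% CO2; detection reagent 10 min RT; luminescence.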
# Tb PFK block: inhibitors of T. brucei phosphofructokinase; Potency, µM (series often up to 57.5 µM), inactives show top-dose activity, negative = inhibition, actives largely listed as inhibitors; AID 485367; 330,000 tested, 0.17% active; T. brucei PFK, ADP-Glo luminescence;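 further: potency means the concentration at half of the fitted maximal effect; 0% = uninhibited 1x PFK enzyme wells and -100% = no-enzyme wells; nearly all actives have a fitted effect of over 60% in size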
# Target sequence (O15648 whole entry, looked up): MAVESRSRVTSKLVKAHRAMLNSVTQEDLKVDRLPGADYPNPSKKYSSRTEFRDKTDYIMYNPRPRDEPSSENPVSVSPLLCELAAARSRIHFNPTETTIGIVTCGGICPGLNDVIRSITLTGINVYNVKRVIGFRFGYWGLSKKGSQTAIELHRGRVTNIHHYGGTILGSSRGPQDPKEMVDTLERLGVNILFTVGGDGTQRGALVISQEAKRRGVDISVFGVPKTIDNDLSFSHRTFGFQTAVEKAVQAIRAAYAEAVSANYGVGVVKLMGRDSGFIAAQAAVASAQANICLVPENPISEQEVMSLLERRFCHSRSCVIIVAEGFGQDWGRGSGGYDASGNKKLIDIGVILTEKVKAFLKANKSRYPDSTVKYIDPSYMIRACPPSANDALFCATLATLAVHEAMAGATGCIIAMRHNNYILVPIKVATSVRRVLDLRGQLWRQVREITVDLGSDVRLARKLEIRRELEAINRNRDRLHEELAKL
#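 Luminescent ADP detection (ADP-Glo, two-step: ATP depletion then ADP-to-ATP conversion for luciferase) reported PFK activity after 45 min room-temperature reaction of 1.25 nM enzyme with 0.5 mM F6P and 0.1 mM ATP at pH 8.0.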
# VP16 counter: inhibits Gal4-VP16 luciferase reporter, ROR gamma counter-screen | Drosophila S2 Gal4-VP16 UAS-luciferase, luminescence, 20 h | Potency, µM (titrated, usually from 53.6 µM), for the others: at the top dose activity, negative = inhibition, hits mostly inhibitors | 310,000 tested, 3.5% active | AID 2546;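 further: Gal4-VP16 expression switched on by copper sulfate through the metallothionein promoter; potency means the concentration at half of the fitted maximal effect; on the % scale 0 is the no-effect control and ±100 the full control effect; nearly all actives have a fitted effect of over 50% in size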
# FLuc counter: firefly luciferase modulation, counter-screen for miR-21 project; purified FLuc, Km substrates, luminescence inhibition; 360,000 tested, 6.9% active; P08659; Potency, µM (highest dose often 57.5 µM), inactives show top-dose activity change, negative = inhibition, hits mostly inhibitors;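 further: potency means the concentration at half of the fitted maximal effect; plate controls were vehicle for no effect and reference inhibitor for full effect; nearly all actives have a fitted effect of over 55% in size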
# Target sequence (P08659 whole entry, looked up): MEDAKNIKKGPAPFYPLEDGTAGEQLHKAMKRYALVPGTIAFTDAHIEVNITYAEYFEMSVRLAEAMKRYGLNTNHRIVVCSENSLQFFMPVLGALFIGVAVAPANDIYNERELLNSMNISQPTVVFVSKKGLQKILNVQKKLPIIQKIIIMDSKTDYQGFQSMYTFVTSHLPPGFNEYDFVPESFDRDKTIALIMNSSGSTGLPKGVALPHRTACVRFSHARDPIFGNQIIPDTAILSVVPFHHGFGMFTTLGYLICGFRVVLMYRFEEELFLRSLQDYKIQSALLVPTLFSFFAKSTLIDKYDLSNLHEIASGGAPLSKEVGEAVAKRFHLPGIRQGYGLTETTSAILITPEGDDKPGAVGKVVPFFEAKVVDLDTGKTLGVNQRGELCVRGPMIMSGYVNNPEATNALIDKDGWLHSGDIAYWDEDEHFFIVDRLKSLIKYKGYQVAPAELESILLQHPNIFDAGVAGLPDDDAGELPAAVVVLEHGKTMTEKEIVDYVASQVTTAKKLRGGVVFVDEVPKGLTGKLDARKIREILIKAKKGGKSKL
#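 Purified P. pyralis luciferase, 10 nM final, with Km-level 10 uM D-luciferin and 10 uM ATP in 50 mM Tris acetate pH 7.5, 10 mM Mg acetate, 0.01% Tween-20, 0.05% BSA; 6-point qHTS titration about 60 µM downward; luminescence read.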
# Starred values were filed as active, the others as inactive; ? = inconclusive; · = not tested or not shown; & = joins results of further samples; [ ] = dose if it differs, or a comment. Unless noted, the call rests on the fitted dose curve; in most records, active means well fitted curve in the direction sought with a large enough effect; inconclusive means small, poorly fitted or top-dose-only effect, or another doubt; inactive means no such curve, though single readings can be large; an effect the other way counts as inactive or inconclusive.
[1] Cc1ccc(CCC(=O)Nc2ccc(Br)cc2)o1
[2] CCc1ccc(NC(=O)Cn2c3[n+](c4c(F)c(F)ccc42)CCCCC3)cc1
[3] CS(=O)(=O)Nc1ccc(-c2cn3cccnc3n2)cc1
[4] COc1ccc(NC(=O)CSc2nnc(Cn3cnc([N+](=O)[O-])n3)n2C)cc1
[5] OC1CCN(CC(O)C(F)(F)F)CC1 (centres undefined)
[6] COc1ccc(CN2CCN(c3ccccn3)CC2)c(OC)c1C
[7] CC(=O)Cn1ncc(N2CCOCC2)cc1=O
[8] CC1CC1C(=O)OCC(=O)N(C)c1c(N)n(Cc2ccccc2)c(=O)[nH]c1=O (centres undefined)

assay / entry | 1 | 2 | 3 | 4 | 5 | 6 | 7 | 8
Rab9 prom act | 16% | -1% | 6%[1.84 µM] | -4% | -4% | -7% | -3% | 0%
BRCA1 expr up | 6% | -21% | 54% | 1% | -2% | 4%&-12% | -1% | -2%
RORgamma inh | 89% | 19% | 6% | -34% | -3% | 13% | -3% | ·
VP16 counter | 18% | 4% | 0% | -11% | -30% | 8% | ? | ·
ELG1 genotox | -3% | -8% | 9% | 0% | 1% | -4% | -1% | 2%
TRPV1 ag | ? | 5 | -4 | 1 | 3 | · | -8 | 0
FLuc counter | -19% | -1% | ? | 6% | -1% | 2% | -5% | -1%
Tb PFK block | 4% | -4% | 12% | 0% | -6% | -6% | -5% | -8%
p53 reactivator | -82%[inhibitor] | -2% | 9% | -1% | -6% | -5% | 27% | -3%
ELG1 repair inh | -6% | 12% | ? | 7% | 13% | ? | -5% | 5%
NPC1 prom act | 1% | 2% | 0% | -1% | 1% | -5% | 4% | -3%

# Sorted by SMILES length (rising): 5 of the compounds above
[1] Cc1ccc(CCC(=O)Nc2ccc(Br)cc2)o1
[6] COc1ccc(CN2CCN(c3ccccn3)CC2)c(OC)c1C
[2] CCc1ccc(NC(=O)Cn2c3[n+](c4c(F)c(F)ccc42)CCCCC3)cc1
[4] COc1ccc(NC(=O)CSc2nnc(Cn3cnc([N+](=O)[O-])n3)n2C)cc1
[8] CC1CC1C(=O)OCC(=O)N(C)c1c(N)n(Cc2ccccc2)c(=O)[nH]c1=O (centres undefined)

assay / entry | 1 | 6 | 2 | 4 | 8
Rab9 prom act | 16% | -7% | -1% | -4% | 0%
BRCA1 expr up | 6% | 4%&-12% | -21% | 1% | -2%
RORgamma inh | 89% | 13% | 19% | -34% | ·
VP16 counter | 18% | 8% | 4% | -11% | ·
ELG1 genotox | -3% | -4% | -8% | 0% | 2%
TRPV1 ag | ? | · | 5 | 1 | 0
FLuc counter | -19% | 2% | -1% | 6% | -1%
Tb PFK block | 4% | -6% | -4% | 0% | -8%
p53 reactivator | -82%[inhibitor] | -5% | -2% | -1% | -3%
ELG1 repair inh | -6% | ? | 12% | 7% | 5%
NPC1 prom act | 1% | -5% | 2% | -1% | -3%

# (next part)
[9] CCOC(=O)N1CCC(NS(=O)(=O)c2cc(Br)cnc2N)CC1
[10] CCN1CCN(C(=O)NC2CCCCC2)CC1
[11] Cc1csc(SCC(=O)N(C)C2CCS(=O)(=O)C2)n1 (centres undefined)
[12] O=C(O)C1=C[C@H](c2ccc(Br)cc2)C[C@H](OCc2ccc(CO)cc2)O1
[13] CCCCSc1nnc([C@@H]2CCCN2C(=O)OC(C)(C)C)o1
[14] CCCCN(Cc1ccco1)S(=O)(=O)c1csc(C(N)=O)c1
[15] COc1ccc(-n2nc3c(c2NC(=O)C2CCCC2)CS(=O)(=O)C3)cc1
[16] Cc1ccc(-c2csc(N3CCC(C(N)=O)CC3)n2)cc1

assay / entry | 9 | 10 | 11 | 12 | 13 | 14 | 15 | 16
Rab9 prom act | -1% | -1% | -1% | -4% | 4% | -2% | 6% | 2µM*
BRCA1 expr up | -4% | 3% | 11% | -4% | -27% | -1% | -14% | ?
RORgamma inh | ? | -6% | · | 30% | 41% | 33% | -9% | ·
VP16 counter | -6% | -5% | · | 5% | -3% | -6% | 0% | ·
ELG1 genotox | 0% | 4% | -1% | 0% | 3% | -3% | 3% | 8%
TRPV1 ag | 1 | 2 | -1 | 0 | 3 | 4 | 3 | 17
FLuc counter | 4% | 0% | 6% | ? | 0% | 1% | 2% | 11µM*
Tb PFK block | -5% | 0% | 6% | -1% | -4% | 1% | -3% | -4%&-1%
p53 reactivator | ? | ? | 1% | -1% | -5% | -12% | -8% | 3%
ELG1 repair inh | -10% | -4% | 20% | -18% | -2% | -2% | -4% | ?
NPC1 prom act | 2% | -4% | -11% | -4% | 3% | 0% | -2% | 1.3µM*

[17] COc1ccc(C(CNC(=O)c2cccc(NS(=O)(=O)c3ccc(Br)cc3)c2)N(C)C)cc1 (centres undefined)
[18] O=C(O)c1ccc(OCC2CCCO2)cc1 (centres undefined)
[19] Cn1c(SCC(=O)Nc2cccnc2)nnc1-c1ccccc1F
[20] COc1ccc(S(=O)(=O)N2CCCOC2CNC(=O)C(=O)NCCCN2CCOCC2)cc1 (centres undefined)
[21] CCc1ccc(N2CC(C(=O)Nc3ccc4c(c3)OCCO4)CC2=O)cc1 (centres undefined)
[22] CCOc1cccc(NC(=O)/C(C#N)=C/c2cccnc2)c1
[23] COc1cc(S(=O)(=O)NCc2ccc3c(c2)OCO3)c(OC)cc1C
[24] Fc1ccc(C(c2nnnn2C2CCCC2)N2CCN(Cc3ccncc3)CC2)cc1 (centres undefined)

assay / entry | 17 | 18 | 19 | 20 | 21 | 22 | 23 | 24
Rab9 prom act | -6% | 1% | -3% | 0% | 4% | -1% | 0% | 0%
BRCA1 expr up | -18% | 18% | 0% | -7% | -11% | 2% | -11% | 4%
RORgamma inh | · | -12% | ? | 0% | -1% | 27% | · | -1%
VP16 counter | · | 11% | 3% | -4% | -5% | -5% | · | -1%
ELG1 genotox | -1% | 0% | -13% | 0% | ? | 0% | 0% | 1%
TRPV1 ag | 1 | 0 | -3 | -5 | ? | 3 | 0 | 14
FLuc counter | 3% | 0% | -2% | 4% | -16% | 17µM* | 0% | 1%
Tb PFK block | 0% | 0% | -2% | -16% | -1% | 2% | 1% | -1%
p53 reactivator | 1% | 4% | -1% | -1% | 8% | -6% | · | -3%
ELG1 repair inh | -12% | 9% | ? | 23% | ? | -3% | -10% | 2%
NPC1 prom act | -2% | -3% | -5% | -2% | 1% | -6% | 0% | -1%

[25] CC[C@@H]1C=C(C(=O)O)[C@H](c2ccc(C)cc2)N1S(=O)(=O)c1ccc(C)cc1
[26] O=C(NC1CCCc2ccccc21)C1CCC(CNc2c(N3CCOCC3)c(=O)c2=O)CC1 (centres undefined)
[27] O=C(Oc1ccc(OC(=O)N2CCCCC2)cc1)c1ccccc1
[28] COc1ccc(CN=CC2=C(O)CC(C)(C)CC2=O)cc1
[29] Cc1ccc(O)c(Nc2ncnc3ccc([N+](=O)[O-])cc23)c1
[30] O=C(N/N=C/c1ccc(O)c(O)c1)NC12CC3CC(CC(C3)C1)C2
[31] O=C(CCCOc1ccccc1)Nc1nccs1
[32] CCOC(=O)C1CCCN(S(=O)(=O)c2ccc3c(c2)NC(=O)CO3)C1 (centres undefined)
[33] CCN(CC)c1c([N+](=O)[O-])ncn1C
[34] O=C(NNC(=O)C1CCN(S(=O)(=O)c2ccc(Cl)cc2)CC1)c1ccncc1
[35] Cc1nc2c(c(=O)n1CCC1=CCCCC1)c1nc3ccccc3nc1n2/N=C/c1ccco1

assay / entry | 25 | 26 | 27 | 28 | 29 | 30 | 31 | 32 | 33 | 34 | 35
Rab9 prom act | · | -3% | 15% | 3% | 4% | 0%[1.84 µM] | -1% | -1% | -2% | -6% | -8%
BRCA1 expr up | 8% | -8% | 60% | 30% | -25% | -30% | 42% | -9% | -11% | -5% | 3%
RORgamma inh | · | -14% | 6% | ? | ? | -17% | -35% | -12% | 16% | -7% | 18%
VP16 counter | · | 0% | ? | 6% | 10% | -8% | 2% | -2% | 1% | 1% | 14%
ELG1 genotox | 1% | 0% | 0% | 8% | -20% | 3% | 0% | -6% | 4% | 1% | -3%
TRPV1 ag | · | 1 | -2 | · | 2 | 9 | -2 | 1 | 0 | 0 | 0
FLuc counter | · | 1% | -19% | -24% | 1% | -14% | -8% | 0% | 1% | 0% | 0%
Tb PFK block | 1% | -1% | -2% | -4% | 1% | -3% | 0% | -8% | 2% | -3% | -18%
p53 reactivator | -2% | 3% | 12% | ? | -23% | 11% | ? | -3% | -2% | -1% | 16%
ELG1 repair inh | -3% | 11% | ? | ? | 13µM* | -4% | 0% | -12% | 5% | 17% | 5.2µM*
NPC1 prom act | · | -1% | 6% | 11% | 20% | -6% | 2% | 0% | 0% | 2% | 1%

# This is a random part of the collection; about 15% have a hit in one of these screens.
